Screening data as filed in PubChem.
CIT2-GFP yeast = modulators of CIT2-GFP expression in yeast, primary screen, S. cerevisiae, GFP fusion, multiplex flow cytometry, MLPCN library | S. cerevisiae CIT2-GFP strain, 3 h; 100 means same as DMSO wells | GFP response vs DMSO, % at 10 µM | 0.065% of 320,000 active | AID 2029, 2009;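 active means GFP response relative to DMSO above a set limit, near the screen mean plus 3 SD, cut at about 150% in these data; inconclusive means Fewer than 70 cells measured for a yeast strain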;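 further: ratio of well median GFP fluorescence to mean of DMSO wells on the plate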
MEX-5 binding = MEX-5 zinc finger RNA-binding disruptors – biochemical, C. elegans, fluorescence polarization, MLPCN library, primary screen; 0.38% of 300,000 active; AID 1832, 2009; Zinc finger protein mex-5 (Caenorhabditis elegans), Q9XUB2; MEX-5/FITC-TCR2 RNA binding; stronger effect = lower value; activity score (negative = inhibition of binding), % at 10 µM;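 active means inhibition past about -25% in most replicates, and total fluorescence under double the plate's negative control median, limit read from the data; inconclusive means replicates evenly split on the limit, or fluorescence at least double controls; inactive means too little inhibition in most replicates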;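 further: 0% = DMSO and -100% = 5 µM competing unlabeled TCR2 RNA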
GRK2 inh = compounds blocking aptamer binding on GRK2 – biochemical, human GRK2, bead flow cytometry, HTS, primary screen; Beta-adrenergic receptor kinase 1 (Homo sapiens), P25098; FAM-aptamer displacement from GRK2; inhibition of aptamer binding, % at 10 µM; 0.59% of 330,000 active; AID 488847, 2010;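 active means inhibition of aptamer binding above 40%, roughly 3 SD of noise, on plates passing a quality check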;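 further: median bead fluorescence of bound FAM aptamer so fluorescent compounds give negative values; no value below 0 was filed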
BCLXL inh = inhibitors of human Bcl-xL, primary screen, biochemical, fluorescence polarization, HTS; GST-Bcl-xL / FITC-Bim BH3 peptide fluorescence polarization; 0.7% of 320,000 active; inhibition, % at 10.9 µM; Bcl-2-like protein 1 (Homo sapiens), Q07817; AID 2129, 2009;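 active means inhibition above the mean of all tested compounds plus 3 SD, cutoff set per campaign, cut at about 30% in these data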;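 further: 0% = DMSO wells and 100% = unlabeled Bim-BH3 peptide competitor; inhibitors lower millipolarization by displacing the labeled peptide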
Target sequence (Q07817 whole entry, looked up): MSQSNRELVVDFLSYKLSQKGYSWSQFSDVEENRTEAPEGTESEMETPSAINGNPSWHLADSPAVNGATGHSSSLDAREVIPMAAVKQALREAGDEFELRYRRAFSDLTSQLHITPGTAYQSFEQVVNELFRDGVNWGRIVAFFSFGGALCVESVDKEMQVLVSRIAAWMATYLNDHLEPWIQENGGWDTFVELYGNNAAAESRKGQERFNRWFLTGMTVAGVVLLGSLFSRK
CR mimetic SO = reduction of superoxide in aged yeast, primary screen, HTS. S. cerevisiae aged cells, superoxide DHE fluorescence; stronger effect = lower value. AID 2690, 2010. 0.18% of 330,000 active. superoxide response (% of plate mean), % at 10 µM;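 active means superoxide response under a set limit, about three screen SD below normal, cut at about 65% in these data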;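 further: yeast aged for seven days with compound at 30 °C before DHE staining; 100% = average MFI of all compound-treated wells on the plate with controls excluded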
MCL1-BIM inh = inhibitors of MCL1 binding to BIM-BH3, primary screen, biochemical, fluorescence polarization | GST-MCL1 / FITC-Bim-BH3 fluorescence polarization | inhibition, % at 10.9 µM | Induced myeloid leukemia cell differentiation protein Mcl-1 (Homo sapiens), Q07820 | 0.68% of 320,000 active;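 active means inhibition above the mean inhibition of all tested compounds plus 3 SD, set per campaign, cut at about 40% in these data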;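 further: 0% = DMSO wells and 100% = unlabeled Bim-BH3 peptide control; higher means more loss of mP so more displacement of Bim peptide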
Target sequence (Q07820 whole entry, looked up): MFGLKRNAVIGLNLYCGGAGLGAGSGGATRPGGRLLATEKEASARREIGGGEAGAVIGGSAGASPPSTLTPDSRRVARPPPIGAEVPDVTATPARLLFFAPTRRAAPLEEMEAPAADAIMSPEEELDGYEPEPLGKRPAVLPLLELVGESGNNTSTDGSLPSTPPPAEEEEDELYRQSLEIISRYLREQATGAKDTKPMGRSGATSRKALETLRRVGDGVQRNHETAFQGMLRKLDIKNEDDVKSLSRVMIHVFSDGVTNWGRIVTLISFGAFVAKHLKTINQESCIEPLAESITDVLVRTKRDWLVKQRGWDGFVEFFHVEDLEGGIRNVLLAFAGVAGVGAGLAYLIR
GLD-1 RNA inh = GLD-1/TGE RNA complex disruptors, primary screen, biochemical, fluorescence polarization | Female germline-specific tumor suppressor gld-1 (Caenorhabditis elegans), Q17339 | purified GLD-1 + fluorescein TGE RNA | inhibition, % at 5.96 µM | 0.44% of 320,000 active | AID 2280, 2010;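 active means percent inhibition above a per-plate cutoff, the plate mean of test compounds plus 3 SD, cut at about 30% in these data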;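 further: 0% = DMSO wells with GLD-1 and probe and 100% = wells lacking GLD-1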
Target sequence (Q17339 whole entry, looked up): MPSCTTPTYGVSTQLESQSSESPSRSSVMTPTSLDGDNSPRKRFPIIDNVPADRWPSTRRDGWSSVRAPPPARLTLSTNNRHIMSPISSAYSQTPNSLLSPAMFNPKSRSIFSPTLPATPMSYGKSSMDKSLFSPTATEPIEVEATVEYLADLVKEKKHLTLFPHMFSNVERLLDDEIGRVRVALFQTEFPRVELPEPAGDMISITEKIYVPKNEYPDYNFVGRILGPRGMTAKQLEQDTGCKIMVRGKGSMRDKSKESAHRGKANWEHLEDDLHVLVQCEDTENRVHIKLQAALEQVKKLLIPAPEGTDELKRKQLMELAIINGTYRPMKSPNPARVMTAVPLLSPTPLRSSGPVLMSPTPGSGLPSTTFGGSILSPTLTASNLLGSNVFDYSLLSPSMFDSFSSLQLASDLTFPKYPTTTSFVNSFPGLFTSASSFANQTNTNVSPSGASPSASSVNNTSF
VLA-4 inh = inhibition in human VLA-4 binding assay, primary screen, VLA-4 allosteric modulator project, MLPCN library, flow cytometry, VLA-4 expressing cells. inhibition, % (about 7 µM as worked out from the volumes in the protocol). ligand binding flow cytometry. 0.2% of 330,000 active; in the data active means inhibition above about 50%
AGP1 TOR yeast = modulators of AGP1-GFP expression in yeast TOR pathway, primary screen, cell-based, multiplex flow cytometry, S. cerevisiae, MLPCN library | 3 h; GFP as percent of DMSO wells | 0.02% of 320,000 active | GFP response vs DMSO, % at 10 µM;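 active means GFP response relative to DMSO above a set limit, near screen average plus 3 SD, cut at about 150% in these data; inconclusive means fewer than 70 cells counted for the yeast strain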;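 further: median GFP channel fluorescence of the gated AGP1 strain per well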
Starred values were filed as active, the others as inactive; ? = inconclusive; / = no result given.

SMILES | CIT2-GFP yeast | MEX-5 binding | GRK2 inh | BCLXL inh | CR mimetic SO | MCL1-BIM inh | GLD-1 RNA inh | VLA-4 inh | AGP1 TOR yeast
CCCS(=O)(=O)N1CCN(C(=O)COc2ccc(-c3ccccc3)cc2)CC1 | 104 | 2.3 | 0 | 0 | 101 | -1 | 4 | 40 | 100
O=S(=O)(N/N=C/c1ccc2c(c1)OCCO2)c1ccc(Cl)cc1 | 102 | -1.0 | 0 | 3 | 100 | 2 | -1 | 6 | 107
Cc1ccc(-n2nnc(-c3cccnc3Cl)n2)cc1 | / | 4.0 | / | 2 | / | -6 | -4 | / | /
CC(=O)OCN(C#N)c1nc(N(C)C)nc(N(C)C)n1 | 95 | 0.8 | 5 | 7 | 99 | -1 | -1 | -14 | 103
O=C(CN1C(=O)NC2NC(=O)NC21)NN=C1CCCC1 (centres undefined) | 107 | -0.9 | 0 | 0 | 114 | -1 | 4 | 0 | 110
Cc1ccccc1OCC(=O)Nc1ccccc1CO | 108 | -3.0 | 2 | 5 | 101 | 1 | -6 | -6 | 95
COc1cc(C(C#N)N2CCCCC2)ccc1O (centres undefined) | 110 | 0.7 | 1 | 5 | 96 | 11 | 4 | 13 | 99
O=C(CSc1nc2ccccc2[nH]1)Nc1ccc(F)c(F)c1 | 95 | -1.0 | 0 | -3 | 135 | -7 | 1 | -15 | 93
COC(=O)c1c(NC(=O)C2CCCCC2)sc2c1CCN(C(C)C)C2 | 119 | 1.5 | 0 | -3 | 129 | -8 | -4 | 0 | 109
Cc1ccc(Oc2ncccc2C(=O)NCC(=O)O)cc1 | 101 | 0.7 | / | 6 | 98 | -1 | -4 | -2 | 104
CC(C)CN(C(=O)COC(=O)c1ccc(-c2ccccc2)cc1)C1CCS(=O)(=O)C1 (centres undefined) | 91 | -0.3 | 3 | -7 | 108 | -3 | -6 | 9 | 102
CC1(C)c2ssc(=S)c2-c2ccccc2N1C(=O)c1ccco1 | ? | -1.0 | 0 | 3 | 108 | 8 | 2 | 12 | ?
CCc1sc(C(=O)NC(C)C2CCCO2)cc1Br (centres undefined) | 84 | 2.8 | 2 | 8 | 99 | 11 | 5 | 2 | 90
O=C(Cc1ccccc1)Nc1ccc(NC(=O)c2ccco2)nc1 | 97 | -1.1 | 0 | 5 | 86 | -3 | 1 | 14 | 102
CC(C)CN1CCN(Cc2cccc3nccnc23)CC1CCO (centres undefined) | 102 | 2.8 | 0 | 6 | 91 | 9 | 7 | 7 | 103
CCOC(=O)c1[nH]c2ccc(Br)cc2c1NC(=O)CCN1CCCC(C)C1 (centres undefined) | 94 | -0.7 | 1 | 1 | 102 | -1 | 0 | 6 | 99
O=C(NCCCN1CCOCC1)c1ccc2c(c1)N(Cc1c(F)cccc1Cl)C(=O)c1ccccc1S2 | 95 | / | 0 | 3 | 92 | 3 | -7 | 2 | 97
Cc1ccccc1NC(=O)c1ccc(Cl)c(NC(=O)c2ccncc2)c1 | 106 | / | 0 | 1 | 102 | 4 | 7 | 32 | 98
O=c1[nH]c2cc3c(cc2cc1CN(CCc1ccccc1)Cc1nnnn1CC1CCCO1)OCO3 (centres undefined) | 96 | -0.7 | 6 | 22 | 100 | 24 | 22 | 3 | 94
CCC(=O)NC(Cc1ccccc1)c1ccc2c(c1)OCCCO2 (centres undefined) | 96 | -1.3 | 0 | 3 | 100 | 2 | 1 | 15 | 94

Reprinted from the part before: 2 compounds; new compounds follow.
SMILES | CIT2-GFP yeast | MEX-5 binding | GRK2 inh | BCLXL inh | CR mimetic SO | MCL1-BIM inh | GLD-1 RNA inh | VLA-4 inh | AGP1 TOR yeast
O=c1[nH]c2cc3c(cc2cc1CN(CCc1ccccc1)Cc1nnnn1CC1CCCO1)OCO3 (centres undefined) | 96 | -0.7 | 6 | 22 | 100 | 24 | 22 | 3 | 94
CCC(=O)NC(Cc1ccccc1)c1ccc2c(c1)OCCCO2 (centres undefined) | 96 | -1.3 | 0 | 3 | 100 | 2 | 1 | 15 | 94
CCn1c(=O)c(-[n+]2ccccc2)c(O)c2ccccc21 | 88 | -4.9 | 0 | 3 | 100 | -1 | 3 | 24 | 104
CCOC(=O)c1c(C)[nH]c(C)c1S(=O)(=O)NCCCc1ccco1 | 112 | 0.2 | 0 | 2 | 100 | 3 | 2 | 12 | 104
CCCc1cc(=O)[nH]c(SCC(=O)N(CC(C)C)C2CCS(=O)(=O)C2)n1 (centres undefined) | 91 | 0.1 | 0 | 2 | 102 | -5 | -1 | 11 | 102
Cc1cccc(N2CCN(C(=O)Cc3ccc(Br)cc3)CC2)c1C | 88 | 1.7 | 0 | 5 | 107 | 0 | 5 | 23 | 104
CN(C)S(=O)(=O)c1cccc(NC(=O)/C=C/c2ccccc2[N+](=O)[O-])c1 | 95 | 5.4 | 1 | -1 | 97 | -3 | 2 | 9 | 106
CC(=O)Nc1sc2c(c1C#N)CC(C)(C)NC2(C)C | 93 | 2.2 | 1 | 7 | 101 | 7 | 8 | -10 | 93
COc1ccc2oc(C(=O)NCc3ccccc3CN3CCCC3)c(C)c2c1 | 99 | / | 0 | -2 | 113 | 0 | 3 | 6 | 103
C/C(=N/NC(=O)C(=O)N/N=C(/C)c1ccccc1)c1ccccc1 | 98 | 0.6 | 4 | -2 | 90 | 2 | 2 | -7 | 98
C[N+](C)(C)CC(O)CC(=O)O (centres undefined) | 86 | 1.2 | 2 | 5 | 91 | 3 | -2 | -10 | 84
CCN(CC(=O)NC(C)C)C(=O)C(CCSC)NC(=O)c1cccc(C)c1 (centres undefined) | / | 5.4 | 1 | 1 | 95 | 4 | 1 | -4 | 102
CCCC(=O)C1=C(O)C(C(=O)OC)C(C)(C)CC1=Nc1cccc2ccccc12 (centres undefined) | ? | -0.7 | 0 | 1 | 107 | -1 | 1 | 5 | /
CCc1ccc2[nH]c(=O)c(CN(CCN3CCOCC3)C(=O)Nc3ccccc3F)cc2c1 | 97 | 1.4 | 0 | -2 | 104 | -1 | 5 | -4 | 91
COCCN(C(=O)Nc1ccccc1)c1ccccc1C | 97 | 0.5 | 7 | -3 | 87 | -2 | 4 | 2 | 111
CCc1nc(Nc2ccncc2)c2oc3ccccc3c2n1 | 104 | 2.3 | 2 | 3 | 84 | -1 | 3 | 4 | 107
O=C(NCCCNCc1ccccc1)c1ccncc1 | 101 | -1.2 | 0 | -2 | 108 | -5 | 6 | 9 | 99
Cc1cc(C)cc(NC(=O)CSc2nnc(CN3CCOCC3)n2C)c1 | 104 | -0.3 | 3 | -2 | 90 | 2 | 0 | 4 | 100
Cn1cccc1Cc1nnc(SCC(=O)N2CCCCCC2)n1-c1ccc(F)cc1 | 103 | -0.9 | 0 | 3 | 86 | -3 | -2 | 18 | 102
O=S(=O)(NC1CCCCC1Nc1ccccc1)c1ccccc1 (centres undefined) | 98 | 1.9 | 2 | 2 | 120 | 10 | -5 | -8 | 101
Cc1cccc(N(C)c2cc(C)nc3nc(C)nn23)c1 | 94 | 0.0 | 1 | 1 | 125 | 0 | -2 | 12 | 98
N#Cc1c(C(F)(F)F)cc(-c2cccs2)nc1SC(C(=O)O)c1ccccc1 (centres undefined) | 92 | -1.3 | 0 | -3 | 97 | 0 | -11 | -32 | 97
COc1ccccc1NC(=S)NCc1ccc(S(N)(=O)=O)cc1 | 108 | 1.9 | 0 | 3 | 110 | 1 | 1 | -15 | 109
O=C(NN1CC(=O)N(c2cc(Cl)cc(Cl)c2)CC1=O)c1cccs1 | 97 | -1.3 | 0 | 2 | 98 | 8 | 9 | -9 | 105
O=C(Nc1ccc(Cl)cn1)c1ccccc1SCc1ccccc1 | 100 | 0.0 | 0 | -1 | 101 | -6 | -6 | 7 | 99
O=C(NNC(=O)C1CCC(C(=O)NNC(=O)c2cccs2)CC1)c1cccs1 (centres undefined) | 103 | 1.0 | 0 | 3 | 95 | 0 | 1 | 11 | 106
COc1cc(CC(=O)O)c(C(C)=O)cc1OC | 91 | 0.6 | 2 | 4 | 98 | 0 | -1 | 2 | 96
C#CCOCCOCCOCCNc1nc(N2CCN(C(=O)C([C@@H](C)O)n3cc([C@@H](N)CCCCN)nn3)CC2)nc(N2CCN(C(=O)C([C@@H](C)O)n3cc([C@@H](N)CCCCN)nn3)CC2)n1 (some centres undefined) | 101 | / | 0 | / | 96 | / | 4 | 4 | 102
CC1(C)CC2CC(C)(CN2S(=O)(=O)c2cccc(C(=O)O)c2)C1 (centres undefined) | 95 | / | 0 | 3 | 91 | -1 | 4 | 6 | 101
COCCNC(=O)c1nc2c(nnn2Cc2cc(C)ccc2C)c(=O)[nH]1 | 95 | -0.3 | 0 | 6 | 85 | 3 | 0 | 9 | 100
O=[N+]([O-])c1cccc(/C=C/c2ccccn2)c1 | 92 | 0.8 | 1 | 5 | 92 | 1 | 0 | -1 | 95
CCOc1cc(/C=C(\C#N)C(=O)Nc2ccccc2C(=O)O)ccc1OC(=O)c1ccc(C)cc1 | 99 | -1.3 | 1 | -5 | 103 | -1 | -6 | -1 | 97

Sorted by heavy-atom count (low to high): some entries from above.
SMILES | CIT2-GFP yeast | MEX-5 binding | GRK2 inh | BCLXL inh | CR mimetic SO | MCL1-BIM inh | GLD-1 RNA inh | VLA-4 inh | AGP1 TOR yeast
COc1cc(CC(=O)O)c(C(C)=O)cc1OC | 91 | 0.6 | 2 | 4 | 98 | 0 | -1 | 2 | 96
Cc1cccc(N(C)c2cc(C)nc3nc(C)nn23)c1 | 94 | 0.0 | 1 | 1 | 125 | 0 | -2 | 12 | 98
CC1(C)CC2CC(C)(CN2S(=O)(=O)c2cccc(C(=O)O)c2)C1 (centres undefined) | 95 | / | 0 | 3 | 91 | -1 | 4 | 6 | 101
O=C(NN1CC(=O)N(c2cc(Cl)cc(Cl)c2)CC1=O)c1cccs1 | 97 | -1.3 | 0 | 2 | 98 | 8 | 9 | -9 | 105
COCCNC(=O)c1nc2c(nnn2Cc2cc(C)ccc2C)c(=O)[nH]1 | 95 | -0.3 | 0 | 6 | 85 | 3 | 0 | 9 | 100
O=C(NNC(=O)C1CCC(C(=O)NNC(=O)c2cccs2)CC1)c1cccs1 (centres undefined) | 103 | 1.0 | 0 | 3 | 95 | 0 | 1 | 11 | 106
CCOc1cc(/C=C(\C#N)C(=O)Nc2ccccc2C(=O)O)ccc1OC(=O)c1ccc(C)cc1 | 99 | -1.3 | 1 | -5 | 103 | -1 | -6 | -1 | 97
C#CCOCCOCCOCCNc1nc(N2CCN(C(=O)C([C@@H](C)O)n3cc([C@@H](N)CCCCN)nn3)CC2)nc(N2CCN(C(=O)C([C@@H](C)O)n3cc([C@@H](N)CCCCN)nn3)CC2)n1 (some centres undefined) | 101 | / | 0 | / | 96 | / | 4 | 4 | 102

Hits appear at their usual frequency. About 2.1% of those tested had a hit in this group.
